GRK2 inh: compounds blocking aptamer binding on GRK2 – biochemical, human GRK2, bead flow cytometry, HTS, primary screen | inhibition of aptamer binding, % at 10 µM | Beta-adrenergic receptor kinase 1 (Homo sapiens), P25098 | 330,000 compounds, 0.59% hits | AID 488847, 2010 | FAM-aptamer displacement from GRK2;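 active means inhibition of aptamer binding above 40%, roughly 3 SD of noise, on plates passing a quality check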;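 further: median bead fluorescence of bound FAM aptamer so fluorescent compounds give negative values; no value below 0 was filed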
proCasp7 act: procaspase-7 activators, primary screen, counter-screen for procaspase-3 activator project, biochemical, absorbance, HTS, human | Caspase-7 (Homo sapiens), P55210 | recombinant procaspase-7, Ac-DEVD-pNA absorbance 405 nm; D23A/D198A/D206A triple mutant, cannot self-cleave; scale: DMSO 0, 5 µM enzyme 100 | activation, % at 8.5 µM | 330,000 compounds, 0.093% hits | AID 463210, 2010;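 active means percent activation above the screen-wide mean plus 3 SD, cut at about 25% in these data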
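Material: Procaspase-7 triple mutant (PC-7 D3A) | Quantity: 2 µM procaspase-7 mutant as dispensed | Reagent: DEVD-pNA substrate | Times: 1 h preincubation, 2 h reaction | Technique: 405 nm absorbance of p-nitroaniline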
PP1 inh: PP1-alpha phosphatase inhibitors, primary screen, counter-screen for PP5 inhibitor project, biochemical, fluorescence, OMFP substrate, single point | 320,000 compounds, 0.9% hits | inhibition, % at 6.7 µM | purified PP1alpha | Serine/threonine-protein phosphatase PP1-alpha catalytic subunit (Homo sapiens), P62136 | AID 2235, 2010;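 active means inhibition above the mean inhibition of all tested compounds plus 3 SD, computed separately for each screening campaign, cut at about 15% in these data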
GASC-1 inh: inhibitors of GASC-1 histone demethylase, primary screen, biochemical, fluorescence, DELFIA europium. GST-JMJD2C(1-420) H3K9me3 demethylation. inhibition, % at 2.35 µM. 330,000 compounds, 0.069% hits;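 active means more than half of a compound's replicate wells show inhibition beyond 50%, single wells judged on their own value; inconclusive means some, but no more than half, of replicates pass 50% inhibition; inactive means no replicate passes 50% inhibition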;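 further: signal counts dimethyl H3K9 product captured on neutravidin plate; 0% = median of DMSO wells and 100% = 0.3 times that DMSO median; strong numbers were not always called active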
PP5 primary: PP5 phosphatase inhibitors, primary screen, biochemical, fluorescence; Serine/threonine-protein phosphatase 5 (Homo sapiens), P53041; purified PP5c, OMFP substrate fluorescence; inhibition, % at 6.7 µM; 320,000 compounds, 0.18% hits; AID 1987, 2009;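 active means inhibition above the campaign's mean inhibition across all tested compounds plus 3 SD, cut at about 9.5% in these data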;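 further: 0% = DMSO only and 100% = 100 µM cantharidin control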
Fh CTSL1 inh: Fasciola hepatica cathepsin L1 inhibitors, primary screen, counter-screen for PFM18AAP inhibitor project, biochemical, QFRET, fluorogenic peptide substrate; recombinant F. hepatica cathepsin L1, Z-Leu-Arg-MCA fluorescence; inhibition, % at 5.96 µM; 300,000 compounds, 0.49% hits; AID 1906, 2009;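 active means inhibition above the mean of all tested compounds plus 3 SD, set per screening campaign, cut at about 17% in these data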;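 further: 0% = plate median of test compound wells and 100% = 1 µM Z-Phe-Ala-diazomethylketone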
VLA-4 inh: inhibition in human VLA-4 binding assay, primary screen, VLA-4 allosteric modulator project, MLPCN library, flow cytometry, VLA-4 expressing cells | AID 2557, 2010 | 330,000 compounds, 0.2% hits | ligand binding flow cytometry | Integrin alpha-4 (Homo sapiens), P13612 | inhibition, % (about 7 µM as worked out from the volumes in the protocol); in the data active means inhibition above about 50%
Target sequence (P13612 whole entry, looked up): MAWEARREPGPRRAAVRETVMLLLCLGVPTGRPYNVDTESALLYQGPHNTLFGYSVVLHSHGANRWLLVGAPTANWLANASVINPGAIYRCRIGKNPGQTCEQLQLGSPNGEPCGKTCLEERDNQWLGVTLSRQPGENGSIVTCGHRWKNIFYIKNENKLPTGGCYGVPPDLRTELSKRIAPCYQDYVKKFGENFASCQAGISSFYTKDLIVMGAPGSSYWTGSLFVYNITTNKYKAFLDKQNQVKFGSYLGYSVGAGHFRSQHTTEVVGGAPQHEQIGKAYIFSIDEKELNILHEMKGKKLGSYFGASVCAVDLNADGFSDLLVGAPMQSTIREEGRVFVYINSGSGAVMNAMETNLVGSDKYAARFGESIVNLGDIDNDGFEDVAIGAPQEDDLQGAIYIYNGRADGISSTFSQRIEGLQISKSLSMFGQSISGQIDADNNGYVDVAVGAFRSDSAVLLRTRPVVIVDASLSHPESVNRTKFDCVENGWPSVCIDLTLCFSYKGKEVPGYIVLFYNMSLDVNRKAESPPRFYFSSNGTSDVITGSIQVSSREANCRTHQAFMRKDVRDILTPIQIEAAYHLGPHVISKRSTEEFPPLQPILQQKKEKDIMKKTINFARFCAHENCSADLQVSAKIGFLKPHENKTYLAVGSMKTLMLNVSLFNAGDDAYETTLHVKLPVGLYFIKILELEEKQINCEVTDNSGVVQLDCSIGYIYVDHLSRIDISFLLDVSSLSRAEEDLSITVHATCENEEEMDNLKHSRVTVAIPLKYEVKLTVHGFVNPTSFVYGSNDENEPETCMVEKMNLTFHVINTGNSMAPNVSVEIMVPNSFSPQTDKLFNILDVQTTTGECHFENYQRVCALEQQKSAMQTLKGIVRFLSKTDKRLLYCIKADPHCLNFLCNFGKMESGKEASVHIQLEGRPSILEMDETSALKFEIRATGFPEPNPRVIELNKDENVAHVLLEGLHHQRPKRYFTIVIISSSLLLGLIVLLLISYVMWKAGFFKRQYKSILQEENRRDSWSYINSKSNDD
core dimer inh: inhibitors of HCV core protein dimerization, primary screen, biochemical, TR-FRET, high-throughput; TR-FRET GST/Flag-core106 dimerization, 1536-well; inhibition, % at 5 µM; 300,000 compounds, 0.33% hits;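 active means inhibition above the mean of all tested compounds plus 3 SD, set per screening campaign, cut at about 45% in these data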
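System: GST/Flag-tagged HCV core106 proteins. Incubation: compound-protein-antibody incubation 4 h at 22.5 °C. Technique: HTRF with 340 nm excitation, 617/671 nm emission. Medium: KF-containing HEPES buffer, pH 7.45, DTT, CHAPS, BSA. Read-out: inhibition (%) from 671 over 617 nm ratio. Also added: Eu(K)-anti-GST 90 ng/mL plus XL665-anti-Flag 1 µg/mL.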
procasp3 activ: activators of human procaspase-3 D3A mutant, primary screen, biochemical, absorbance, PC-3 D3A mutant, single concentration. Caspase-3 (Homo sapiens), P42574. recombinant procaspase-3 D3A, Ac-DEVD-pNA absorbance 405 nm. activation, % at 8.5 µM. 330,000 compounds, 0.11% hits. AID 463141, 2010;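 active means activation above the mean of all tested compounds plus 3 SD, cut at about 21% in these data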;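 further: 0% = DMSO alone and 100% = DMSO wells spiked with extra 5 µM PC-3 D3A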
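assay system = Procaspase-3 D3A mutant | signal = absorbance at 405 nm, 0 and 120 min | times = 1 h preincubation plus 2 h reaction at 25 °C | repeats = single replicate | read-out = % activation between DMSO and enzyme-spiked controls | medium = Zinc-free HEPES saline buffer with Triton X-100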
* = called active by the depositor; i = inactive; ? = inconclusive; nt = not tested or not shown.

SMILES	GASC-1 inh	core dimer inh	GRK2 inh	procasp3 activ	VLA-4 inh	Fh CTSL1 inh	PP5 primary	PP1 inh	proCasp7 act
COc1cc(C(=O)NNc2nc3cc4c(cc3s2)OCO4)cc(OC)c1OC	26	-9	0	-37	15	0	0.0	-1	-22
CCC(O)C(C)(C)C (stereo not given)	5	nt	0	-5	14	nt	-0.6	-3	13
Cc1ccc(S(=O)(=O)N2CCN(C(=O)CC(C)n3cncn3)CC2)cc1C (stereo not given)	4	-10	0	1	8	1	1.0	3	6
COCCNC(=O)c1ccc2c(c1)S(=O)(=O)c1ccccc1C2=O	-1	-24	2	3	-3	-1	-0.6	-4	7
CC1Oc2ccccc2N(CC(=O)Nc2ccc(F)cc2)C1=O (stereo not given)	-9	12	2	3	16	1	0.6	-2	7
CCOc1ccc(-n2nc3c(=O)n(CCN4CCCCC4)nc(C)c3c2C)cc1	1	-6	1	-2	3	2	3.7	-2	-3
COc1cccc(OC)c1OCCOc1ccccc1OC(C)C	-12	4	0	-2	10	0	2.5	1	1
Cc1ccc(C(=O)Nc2nnc(C3=COCCO3)o2)cc1C	-4	-4	1	4	6	-3	0.9	3	-2
COc1ccc(OCCCC(=O)Nc2cccc(C(C)=O)c2)cc1	-4	-1	0	-17	4	-1	2.5	-7	2
O=C(CSc1cccc[n+]1[O-])NCC1CCCCC1	13	-6	0	1	11	1	0.1	-3	4
CN(C)CCCN(C(=O)c1ccco1)c1nc2cc3c(cc2s1)OCO3	18	10	0	0	23	2	1.1	-1	1
COc1ccccc1-c1nnc(SCC(=O)c2c(N)n(C3CC3)c(=O)[nH]c2=O)n1C	3	nt	3	2	1	nt	-1.7	4	4
COc1ccc(Cn2c(=O)[nH]c3cc(C(=O)NCCCOC(C)C)ccc3c2=O)cc1	-2	4	0	-2	21	2	0.2	-4	13
COc1ccc(/C=C/C(=O)Nc2sc3c(c2C(=O)NCc2cccnc2)CCCC3)cc1	-8	3	0	-3	10	1	4.2	-2	-11
Cc1ccc(NCc2ccc(C)s2)cc1	-4	-4	0	6	2	1	1.5	1	-4
O=C(NCCN1CCOCC1)c1ccncc1	12	0	4	8	24	2	1.2	2	-14
CCOC(=O)c1c(-c2ccc(C)o2)csc1NC(=O)CSc1nnnn1-c1ccccc1	?	1	1	-15	10	3	-0.9	5	-5
COc1ccc(CCN(C)C(=O)CCCN2C(=O)c3cccc4cccc(c34)C2=O)cc1OC	-12	1	1	2	13	6	1.4	-2	-6
COCCCN(Cc1ccco1)C(=O)Cn1ncc2c([nH]c3ccccc32)c1=O	23	8	0	0	-5	5	0.5	2	4
CC(=O)N1CCN(C(=O)c2cccc(S(=O)(=O)N3CCN(c4ccc(F)cc4)CC3)c2)CC1	-2	-5	0	-10	6	-2	0.3	0	17

(further entries)
SMILES	GASC-1 inh	core dimer inh	GRK2 inh	procasp3 activ	VLA-4 inh	Fh CTSL1 inh	PP5 primary	PP1 inh	proCasp7 act
CN(CC(=O)Nc1ccc(S(=O)(=O)N2CCOCC2)cc1)Cc1ccc(F)cc1	-2	nt	2	3	2	nt	2.7	-3	0
N#CCCn1c(SCC(=O)Nc2ccc(N3CCOCC3)cc2)nc2ccccc21	5	4	0	-3	-5	2	-1.2	4	-12
N#CCC(=O)Nc1ccc(C(=O)OCC(=O)NNC(=O)c2cccs2)cc1	2	3	0	-5	9	-7	-1.1	-3	3
C[C@H](NC(=O)c1ccccc1Cl)C(=O)OCCOc1ccc(Cl)cc1	-4	3	0	-1	0	2	-0.5	0	1
CCOc1ccc(S(=O)(=O)N2CCCC(C(=O)N3CCN(c4ccccc4)CC3)C2)cc1 (stereo not given)	4	5	3	5	-4	3	1.9	0	8
O=C(NNS(=O)(=O)c1ccc2ccccc2c1)c1cccs1	-4	-6	2	-2	4	-5	1.9	4	9
COc1cccc2c(=O)n(CC(=O)N3CCN(c4ccccc4)CC3)ccc12	-11	7	0	-3	30	-2	1.8	-1	3
c1ccc(C2=Nc3ccccc3SC2c2nc3ccccc3[nH]2)cc1 (stereo not given)	i	-3	1	-19	1	4	-0.1	-3	-30
CC(=O)Nc1ccc(S(=O)(=O)N2CCC(C(=O)O)CC2)cc1	4	-4	2	1	-104	-3	-1.5	1	-1
CCCS(=O)(=O)N1CCCC(C(=O)NCCCN(C)Cc2ccccc2)C1 (stereo not given)	0	2	0	-1	-6	1	-2.6	-8	-4
COc1ccccc1N1CCN(/N=C/c2cc(Br)ccc2F)CC1	-1	5	2	8	-2	3	-0.6	-2	0
O=C(C[C@H]1C/C=C\CC[C@@H](Cc2ccc(F)cc2)C(=O)OC[C@H]2CCCN2C1=O)NCCO	13	nt	0	4	9	nt	nt	nt	12
CN(C)S(=O)(=O)c1cccc(NC(=O)CSc2ncnc3ccccc23)c1	-10	1	0	7	-2	-5	5.5	-3	-7
C[C@@H]1NS(=O)(=O)[C@H]2C[C@@H]3C=C[C@]2(O3)[C@H]1OC(=O)c1ccc(C(C)(C)C)cc1	nt	nt	0	4	14	nt	0.1	0	7
Cc1ccc2c(CN(C)Cc3cccc(F)c3)cc(=O)oc2c1	2	-3	0	-1	2	5	-0.1	4	9
Cc1ccc(C2=NN(CC(=O)NCc3ccccn3)C(=O)CC2)cc1	1	0	2	5	6	-2	1.4	-1	-1
CCOC(=O)C1(Cc2cccc(Cl)c2)CCCN(C(=O)c2cc(C(C)C)nn2C)C1 (stereo not given)	15	-2	4	3	5	1	3.1	-1	5
O=C(NCCCN1CCCC1=O)C(=O)NCC1OCCN1S(=O)(=O)c1ccc(Br)cc1 (stereo not given)	0	8	0	3	2	-2	0.1	-4	9
CC(C)c1ccc(C(=O)Nc2nnc(S(=O)(=O)N3CCOCC3)s2)cc1	-4	9	6	5	0	6	2.2	-1	-6
CC(C)(C)OC(=O)NCCCC[C@H](NC(=O)c1nc[nH]c1C(=O)N[C@@H](CCCCNC(=O)OC(C)(C)C)C(=O)OC(C)(C)C)C(=O)OC(C)(C)C	-2	6	0	-9	42	8	16*	11	4

Next compounds
SMILES	GASC-1 inh	core dimer inh	GRK2 inh	procasp3 activ	VLA-4 inh	Fh CTSL1 inh	PP5 primary	PP1 inh	proCasp7 act
CSCC[C@H](N)C(=O)NCC1CCC(C(=O)Nc2ccc3c(c2)OCO3)CC1 (stereo not given in full)	-20	1	0	12	-1	-5	0.2	0	1
CCN(CC(=O)Nc1c(F)cccc1F)C(=O)CNC(=O)c1ccco1	-5	-7	0	10	6	4	-2.6	-2	-2
Cc1ccc(CO/N=C/c2c(O)cc(C)oc2=O)cc1	53	-2	2	7	4	5	3.0	-4	5
C=CCC[C@H](Cc1ccc(F)cc1)C(=O)OC[C@@H](Cc1c[nH]c2ccccc12)NC(=O)[C@@H](CC=C)CC(=O)NCCO	3	nt	3	-2	16	nt	nt	nt	7
CCOC(=O)c1cnc2ccc(OC)cc2c1Nc1ccc2c(c1)OCCO2	4	8	1	-8	5	0	2.2	3	-3
CN(C)C(=S)Nc1ccc(S(=O)(=O)N2CCCCC2)cc1	-1	-4	0	0	-3	-3	-0.3	0	5
COC1(c2cc(-c3ccccc3)nc(N)n2)CCCCC1	3	-2	0	1	-4	-2	4.8	5	5
Cc1ccc(N2C(N)=C(C#N)C(c3cc(CN4CCOCC4)cs3)C3=C2CC(C)(C)CC3=O)cc1 (stereo not given)	9	1	2	-7	1	3	1.9	-2	7
N#Cc1c(N)nc2c(c1N)CC(=O)N2c1ccccc1-c1ccccc1	17	-1	5	-7	1	0	3.9	-3	5
CCOC(=O)C1=c2/c(=C/c3ccncc3)c(N)c(C(=O)OC)n2C(=O)C(c2ccncc2)S1 (stereo not given)	0	4	0	-2	4	4	-0.3	3	6
Cc1nn(C)cc1C(=O)Nc1ccccc1Br	2	-5	0	4	-4	-5	2.3	-2	-2
COCCNC(=O)CCSc1nc(-c2ccc(OC)cc2)cc(C(F)(F)F)n1	-13	4	1	-6	3	-1	3.9	-4	14
Cc1ccc(C)c(S(=O)(=O)NCc2ccc(C(=O)N3CC(C)OC(C)C3)cc2)c1 (stereo not given)	-72	4	10	5	4	4	-1.1	-1	2

Printed as active in PP5 primary, of those listed so far:
molecule	GASC-1 inh	core dimer inh	GRK2 inh	procasp3 activ	VLA-4 inh	PP5 primary
CC(C)(C)OC(=O)NCCCC[C@H](NC(=O)c1nc[nH]c1C(=O)N[C@@H](CCCCNC(=O)OC(C)(C)C)C(=O)OC(C)(C)C)C(=O)OC(C)(C)C	-2	6	0	-9	42	16*
